Assay outcomes from PubChem BioAssay.
Mcl1-Noxa inh – Mcl-1/Noxa interaction inhibition; Q07820; TR-FRET Mcl-1/Noxa peptide binding, 2 h; inhibition, % at 21.7 µM; 220,000 tested, 1.5% active;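 active = compounds that cut the protein-peptide binding signal by more than 50% relative to plate controls in a single-dose test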;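 note: His-tagged Mcl-1 with rhodamine Noxa BH3 peptide and terbium anti-His antibody; 0% = Mcl-1 plus Noxa peptide wells and 100% = peptide-only wells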
Target sequence (Q07820 whole entry, looked up): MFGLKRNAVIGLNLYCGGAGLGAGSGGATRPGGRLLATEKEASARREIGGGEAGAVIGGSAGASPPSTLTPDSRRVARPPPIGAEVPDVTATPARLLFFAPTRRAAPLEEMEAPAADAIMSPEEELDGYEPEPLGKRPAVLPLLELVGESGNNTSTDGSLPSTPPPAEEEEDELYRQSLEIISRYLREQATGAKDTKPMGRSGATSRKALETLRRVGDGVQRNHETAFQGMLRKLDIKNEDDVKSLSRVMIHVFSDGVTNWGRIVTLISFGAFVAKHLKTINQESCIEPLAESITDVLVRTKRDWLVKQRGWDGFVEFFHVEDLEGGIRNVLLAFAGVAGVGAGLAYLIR
Rac1 wt GTP bind – alters GTP binding to wildtype human Rac1; GST-Rac1 beads, fluorescent GTP binding, flow cytometry; actives lie on both sides; 0 = cold GTP competed, 100 = untreated; P63000; 190,000 tested, 0.27% active; GTP binding activity (% of control), % at 10 µM;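 active = GTP binding activity at least 20 points away from the 100% control level, either lower or higher; inconclusive = compound flagged as likely green fluorescent, judged across all proteins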
GSH fluor – compound fluoresces at 488/530 nm on GSH beads. GSH beads flow cytometry, compound fluorescence 488/530 nm; active compounds read high. fluorescence (KMESF) at 10 µM. 190,000 tested, 0.25% active. AID 1776; in the data active = fluorescence above about 89;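 note: glutathione beads carrying GST-tagged Bcl family fusion proteins plus one bare bead set; values are compound well signal with DMSO vehicle wells as background; inactives centre near 16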
Rac1 mut GTP – modulators of GTP binding to human Rac1 activated mutant | 190,000 tested, 0.11% active | percent activity (GTP binding), % at 10 µM | P63000 | GST-Rac1 activated beads, fluorescent GTP binding, flow cytometry; actives lie on both sides; 100% means binding = to untreated wells;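 active = GTP binding at least 20 percentage points away from the 100% baseline, in either direction, so actives lie on both sides; inconclusive = Compound likely fluorescent itself, or too few beads counted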
Avidin fluor – avidin bead compound fluorescence profile | Avidin beads, compound fluorescence 488/530 nm, flow cytometry; active compounds read high | fluorescence (KMESF) at 10 µM | 220,000 tested, 0.38% active; in the data active = fluorescence above about 47; note: inactives centre near 10
HRas wt GTP – human HRas wildtype GTP binding, change in either direction; P01112; GST-Ras wt beads, Bodipy-FL-GTP binding, flow cytometry; actives lie on both sides; GTP binding activity, % at 10 µM; 190,000 tested, 0.14% active; AID 759;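 active = GTP binding activity at least 20% away from the 100% baseline, either lowered as inhibitor or raised as activator; inconclusive = flagged as likely green fluorescent, judged across all proteins in the well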;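 note: 0% = unlabeled GTP competition control and 100% = no-compound control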
Target sequence (P01112 whole entry, looked up): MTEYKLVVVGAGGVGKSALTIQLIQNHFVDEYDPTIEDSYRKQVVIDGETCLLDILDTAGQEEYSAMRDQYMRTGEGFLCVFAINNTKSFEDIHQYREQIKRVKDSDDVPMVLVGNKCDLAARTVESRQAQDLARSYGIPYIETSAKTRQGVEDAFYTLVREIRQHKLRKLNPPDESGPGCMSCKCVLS
Cdc42 wt – modulators (inhibitors or activators) of GTP binding to human Cdc42 wildtype | percent activity (GTP binding), % at 10 µM | AID 761 | 190,000 tested, 0.2% active | GST-Cdc42 beads, Bodipy-GTP binding, flow cytometry; actives lie on both sides;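 active = percent activity GTP binding at least 20 points away from the 100% baseline, either down as inhibitor or up as activator; inconclusive = compound flagged as likely green fluorescent from well-wide comparison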;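 note: median bead fluorescence of bound Bodipy-FL-GTP at 100 nM; 0% = excess unlabeled GTP control and 100% = no compound control; below 100% means less GTP binding so inhibitor and above means activator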
Target sequence (P60953 whole entry, looked up): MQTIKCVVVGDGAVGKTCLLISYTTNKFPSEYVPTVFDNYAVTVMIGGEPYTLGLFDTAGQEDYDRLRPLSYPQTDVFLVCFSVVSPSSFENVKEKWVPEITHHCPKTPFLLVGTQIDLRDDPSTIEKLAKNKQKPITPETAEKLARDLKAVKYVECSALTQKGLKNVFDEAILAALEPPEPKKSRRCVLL
Rab7 wt GTP bind – modulators of GTP binding to dog Rab7 wildtype GTPase | GST-Rab7 beads, fluorescent GTP binding, flow cytometry; actives lie on both sides; untreated = 100%, excess cold GTP = 0% | GTP binding activity (percent of control), % at 10 µM | 190,000 tested, 0.055% active | AID 758;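 active = fluorescent GTP binding to Rab7 beads changed by at least 20 points from the 100% baseline, either direction, mostly lower; inconclusive = compound itself probably fluorescent, or too few beads counted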;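 note: median green fluorescence of bound Bodipy-FL-GTP per Rab7 bead population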
Pf gamet viab – kills late stage P. falciparum gametocytes; P. falciparum stage V gametocytes, ATP luminescence, 24 h; inhibition, % at 10.9 µM; 150,000 tested, 0.065% active; AID 743093;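 active = inhibition above the mean plus 3 SD of compounds within the control limits, set per campaign, cut at about 38% in these data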;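 note: 0% = DMSO wells and 100% = medium only without gametocytes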
Rab2A wt mod – changes GTP binding to wildtype dog Rab2A, up or down; 190,000 tested, 0.19% active; GST-Rab2 wt beads, Bodipy-GTP binding, flow cytometry; GTP binding activity, % at 10 µM;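 active = GTP binding activity at least 20 points away from 100%, either lowered or raised; inconclusive = signal likely due to the compound's own green fluorescence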;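 note: 0% = beads with excess unlabeled GTP and 100% = no-compound control corrected for plate trend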
Mcl1-Bid inh – disrupts binding of human Mcl-1 to Bid peptide. Q07820. TR-FRET Mcl-1/Bid-Dy647 peptide binding, 1536-well. inhibition, % at 21.7 µM. 220,000 tested, 0.97% active;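 active = compounds that cut the binding signal by more than half at the single screening dose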;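 note: His-tagged Mcl-1 with europium anti-His antibody binding Bid BH3 peptide; 0% = Mcl-1 plus peptide wells and 100% = peptide-only wells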
The depositor's hits bear a star; u = inconclusive; x = not tested or not shown. This is a random part of the collection; any-hit rate near 3%.

Every second line gives: Avidin fluor, GSH fluor, HRas wt GTP, Pf gamet viab, Cdc42 wt, Rab2A wt mod, Rac1 wt GTP bind, Rab7 wt GTP bind, Rac1 mut GTP, Mcl1-Noxa inh, Mcl1-Bid inh
1) CCOC(=O)C1CCN(C(=O)c2oc3ccc(S(=O)(=O)N4CC(C)CC(C)C4)cc3c2C)CC1 (stereo not given)
 : 38, 16, 100, 16, 99, 99, 97, 101, 98, 21, 8
2) O=C1CCCc2nn(-c3ccccc3)nc21
 : 7, 35, 98, 18, 99, 99, 103, 99, 97, 12, -2
3) CC1(C)OC(=O)C(=NNc2ccc(Br)cc2)C(=O)O1
 : 12, 24, 110, x, 106, 111, 119, 108, 102, 17, 0
4) CC(=O)c1c(O)cc(=O)n(-c2ccccc2)c1-c1ccc(C)cc1
 : 9, 9, 99, 1, 98, 99, 99, 98, 96, -16, -118
5) O=C(COC(=O)C12CC3CC(CC(C3)C1)C2)NCCCc1ccccc1
 : 9, 18, 100, x, 101, 98, 101, 98, 100, 0, -3
6) CCOC(=O)CSc1nc2ccccc2c(=O)[nH]1
 : 5, 22, 97, x, 99, 99, 101, 102, 95, 6, 12
7) COc1ccc(/C=C2\CCCC3C2=NN(C(=O)c2ccco2)C3c2ccc(OC)c(OC)c2)cc1OC (stereo not given)
 : 14, 61, 96, 11, 94, 96, 97, 95, 98, 3, 21
8) COc1cc(NC(=S)NC(=O)CC(C)C)ccc1NC(=O)c1cc2ccccc2o1
 : 7, 10, 101, -6, 105, 102, 102, 97, 99, 5, 15
9) Nc1ccc2c(c1)ncn2CCCn1cnc2cc(N)ccc21
 : 13, 35, 99, -52, 96, 95, 95, 99, 97, 12, -65
10) Cc1ccc(C)c(-n2cc(CN3CCN(C(=O)c4ncn[nH]4)CC3)c(-c3ccccc3)n2)c1
 : 10, 8, 97, x, 99, 97, 99, 96, 95, -18, -21
11) COc1ccc(/C(C)=N/NC(=O)CNC(=O)c2cccs2)cc1OC
 : x, 12, 100, -2, 95, 103, 102, 108, 98, -8, -2
12) FC(F)Oc1ccccc1NC(=S)Nc1cccc(Cl)c1Cl
 : 7, 12, 99, 7, 102, 97, 102, 99, 98, 18, -44
13) N#C/C(=C\N1CCOCC1)c1ccccc1
 : 1, 25, 95, x, 93, 93, 95, 92, 94, 7, -20
14) Cn1c(=O)[nH]c(=O)c2c1ncn2CCN1CCOCC1
 : 3, 13, 97, -1, 102, 102, 103, 99, 100, -5, -28
15) Cc1cc(C)c(NC(=O)CSc2ccc3nnc(CCNC(=O)c4ccccc4)n3n2)c(C)c1
 : 12, 18, 102, -9, 104, 100, 105, 101, 101, 0, 2
16) COc1cccc(Oc2nccc(N(C)C)c2C#N)c1
 : 5, 11, 96, -5, 99, 99, 101, 97, 97, 16, -16
17) Cn1c(N=Nc2ccc(N3CCOCC3)cc2)[n+](C)c2ccccc21
 : 12, 20, u, 17, u, u, u, u, u, -27, -74
18) O=C(Cc1ccc(Cl)cc1)Nc1ccc2c(c1)C(=O)NC2=O
 : 6, 7, 92, -27, 92, 92, 90, 96, 93, 6, 3
19) Nc1n[nH]c(-c2ccccc2[N+](=O)[O-])n1
 : 13, 9, 96, -8, 95, 97, 95, 91, 99, 5, -16
20) Cc1ccc2oc(-c3ccco3)nc2c1
 : 33, 14, 101, x, 102, 99, 102, 99, 100, 8, -8

Following part
Every second line gives: Avidin fluor, GSH fluor, HRas wt GTP, Pf gamet viab, Cdc42 wt, Rab2A wt mod, Rac1 wt GTP bind, Rab7 wt GTP bind, Rac1 mut GTP, Mcl1-Noxa inh, Mcl1-Bid inh
21) CC(=O)c1cccc(NC(=O)CC2SC(N3CCCCC3)=NC2=O)c1 (stereo not given)
 : 11, 28, 101, 6, 106, 102, 108, 103, 100, 22, 1
22) Cn1c(=O)c2c(nc(N3CCOCC3)n2Cc2c(F)cccc2Cl)n(C)c1=O
 : 5, 25, 101, x, 102, 98, 105, 97, 102, -11, -23
23) CC12CCC(C(=O)NCc3ccccn3)(OC1=O)C2(C)C (stereo not given)
 : 13, 32, 94, -1, 91, 92, 87, 94, 89, 5, -7
24) O=C(CCS(=O)(=O)Cc1ccccc1)N1CCN(Cc2ccccc2)CC1
 : 22, 25, 102, -19, 102, 101, 102, 101, 99, 2, -5
25) COc1ccc(CN/C=C2\CCCCC2=O)cc1
 : 14, 38, 101, x, 101, 101, 101, 99, 101, 15, 1
26) CCOC(=O)CSc1nnc(CNC(=O)c2ccc(S(=O)(=O)N3CCCCC3)cc2)n1C
 : 12, 10, 100, -51, 99, 98, 101, 99, 98, 8, 4
27) CCOC(=O)C1(Cc2ccc(OC)cc2)CCN(C(=O)C2CCCO2)CC1 (stereo not given)
 : 8, 19, 96, x, 92, 99, 98, 102, 97, 7, -107
28) O=C(CSc1nnc(-c2ccncc2)n1CC1CCCO1)Nc1ccccc1Cl (stereo not given)
 : 13, 14, 96, 4, 95, 98, 94, 102, 95, -7, 4
29) CCSc1nnc(-c2cnn(-c3ccccc3)c2-n2cccc2)n1C
 : 7, 17, 101, 2, 103, 100, 101, 100, 101, -7, -15
30) CCCCN(CCCC)c1nc2ccccc2nc1NS(=O)(=O)c1ccc(NC(C)=O)cc1
 : 7, 6, 96, x, 97, 95, 99, 95, 96, -10, -23
31) Cc1cc(NC(=O)CSc2nc(-c3ccccc3)nc3c2c(=O)n(C)c(=O)n3C)no1
 : 6, 17, 96, x, 94, 97, 94, 100, 94, 8, 7
32) O=C(O)c1[nH]c2ccccc2c1NS(=O)(=O)Cc1ccccc1
 : 28, 14, 96, -21, 95, 95, 92, 97, 95, 31, -20
33) COCCCN(C(=O)Nc1ccccc1)C(C)c1ccncc1 (stereo not given)
 : 7, 20, 99, x, 97, 99, 102, 95, 96, -8, -14
34) Fc1ccc(C(c2nnnn2Cc2ccco2)N2CCN(C3CCCCC3)CC2)cc1 (stereo not given)
 : 20, 22, 98, -14, 99, 99, 99, 97, 98, 18, 25
35) O=C(NC1CCCCC1)C(c1ccccn1)N(C(=O)Cc1cccs1)c1ccc(Cl)cc1 (stereo not given)
 : 8, 13, 102, -7, 102, 101, 99, 99, 95, -8, -13
36) COc1nc(-c2ccc(Cl)cc2)nnc1C
 : 10, 19, 101, 14, 96, 97, 99, 103, 96, 0, -23
37) C=CCn1c(C(C)NC(=O)COC)nc2ccccc21 (stereo not given)
 : 7, 14, 101, x, 103, 100, 106, 98, 99, -1, -17
38) COc1ccc(-c2ccc(C(=O)O)c(=O)[nH]2)cc1
 : 22, 9, 100, -7, 97, 99, 96, 104, 96, 5, 24
39) Cn1cnnc1SCC(=O)Nc1nc(-c2ccccc2)cs1
 : 8, 12, 99, 13, 89, 100, 101, 93, 97, 56*, -5
40) Cc1cccn2cc(CCNS(=O)(=O)c3ccc([N+](=O)[O-])cc3)nc12
 : x, 18, 102, x, 103, 100, 107, 97, 101, 9, -2

Later entries
Every second line gives: Avidin fluor, GSH fluor, HRas wt GTP, Pf gamet viab, Cdc42 wt, Rab2A wt mod, Rac1 wt GTP bind, Rab7 wt GTP bind, Rac1 mut GTP, Mcl1-Noxa inh, Mcl1-Bid inh
41) O=C(CSc1nc2ncccc2[nH]1)Nc1ccc2c(c1)OCCO2
 : 0, 47, 95, 2, 93, 97, 94, 94, 95, 4, -23
42) Cc1ccccc1Cc1c(C)nc2c(C(=O)NCc3ccc4c(c3)OCO4)cnn2c1C
 : 28, 24, 97, x, 96, 96, 98, 96, 96, -5, -37
43) O=C1NC(=O)C2C1C(c1ccc([N+](=O)[O-])cc1)=NN2Cc1ccccc1 (stereo not given)
 : 10, 19, 94, 16, 90, 97, 95, 100, 92, 4, -29
44) CCOC(=O)N1CCN(C(=O)c2noc(C(C)C)c2[N+](=O)[O-])CC1
 : 5, 14, 99, x, 101, 99, 101, 98, 100, 25, -5
45) Cc1ccc(C)c(CN2C(=O)C3CCCN3c3ccc(C#N)cc32)c1 (stereo not given)
 : 14, 13, 98, -18, 100, 100, 101, 101, 96, -5, -10
46) CCOC(=O)Nc1c(O)ccc2oc(C)c(-c3ccccc3)c12
 : 0, 28, 97, 9, 96, 100, 99, 99, 98, -3, -2
47) COc1ccc(C(=O)/C=C/Nc2ccc([N+](=O)[O-])cc2C)c(OC)c1
 : 2, 38, 94, x, 94, 93, 94, 92, 94, 12, 19
48) OC(COC(c1ccccc1)c1ccccc1)CN1CCc2ccccc2C1 (stereo not given)
 : 14, 12, 99, -12, 101, 99, 101, 102, 97, 3, 3
49) Cc1c(NC(=O)c2ccc(N(C)S(C)(=O)=O)cc2)c(=O)n(-c2ccccc2)n1C
 : 11, 14, 96, x, 95, 95, 98, 97, 94, 12, -3
50) Cc1ccc(-c2noc(C3CCN(C(=O)Nc4ccc(C#N)cc4)CC3)n2)o1
 : 14, 11, 102, x, 100, 100, 100, 97, 97, -10, -21
51) COc1ccc(C(=O)NN(c2ccccc2)c2ccccc2)cc1
 : 8, 18, 101, x, 104, 101, 98, 95, 99, 12, -9
52) COC(=O)c1nc(N)sc1C(C)C
 : 9, 18, 100, -27, 97, 101, 102, 108, 96, 1, -11
53) CCn1c(CCNC(=O)c2ccc(F)cc2)nc2ccccc21
 : 6, 25, 101, x, 99, 101, 102, 102, 97, 0, -21
54) C=CCn1c(SCc2cc(=O)n3cc(C)ccc3n2)nnc1-c1ccc(F)cc1
 : 4, 18, 96, 0, 101, 93, 100, 98, 97, 19, 3
55) COc1ccc(C2(C(=O)NC3CCCCC3)CCOCC2)cc1OC
 : 8, 33, 98, x, 97, 100, 100, 97, 97, -3, -9
56) O=C(CSCc1ccccc1)Nc1ccc(F)c(F)c1
 : 19, 15, 97, 6, 101, 100, 103, 97, 100, 13, -18
57) CSc1nnc(-c2cccc(C)c2)n1N
 : 11, 23, u, x, u, u, u, u, u, -11, -16
58) COc1cc(/C=N/NC(=O)C(Cc2c[nH]c3ccccc23)NC(=O)OCC(C)C)cc([N+](=O)[O-])c1O (stereo not given)
 : 15, 11, 88, 9, 89, 87, 88, 91, 88, 52*, -41
